# Screens as filed in PubChem.
# HSF-1 act – increases HSF-1 driven luciferase reporter signal; NIH3T3-HGL HSF-1 luciferase reporter, MG132, 8 h; 100% = twice DMSO control signal; activation, % at 9 µM; 1.7% of 300,000 active; AID 504408;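 active = mean replicate activation of at least 50% with a set share of replicates each reaching 50%; inconclusive = only one of those two conditions met; inactive = mean below 50% and too few replicates reaching it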;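 note: 0% = median of the neutral control wells and 100% = twice that signal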
# Platelet DG rel – platelet dense granule release activity; inhibition, %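 (compounds screened at 7.5 µM in platelet-rich plasma)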; human platelet-rich plasma, SFLLRN dense granule ATP release, luminescence; 0.22% of 300,000 active; AID 1663;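 active = mean replicate score, as percent of positive control, at or above 50; inconclusive = mean below 50 but at least one replicate at or above 50; inactive = mean and every replicate below 50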
# HSP90 inh – inhibitors of HSP90 luciferase refolding in rabbit reticulocyte lysate; luciferase refolding luminescence, 3 h; inhibition, % at 5.6 µM; 0.91% of 290,000 active;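 active = inhibition above the screen-wide mean plus 3 SD, computed separately per campaign, cut at about 16% in these data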;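 note: 0% = DMSO wells and 100% = 60 µM geldanamycin wells; inhibitors lower the luminescence because luciferase stays unfolded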
# IEC-6 tox – kills IEC-6 intestinal cells in KLF5 counter-screen. AID 1825. inhibition, % at 5 µM. IEC-6 cytotoxicity, luminescence viability. 0.78% of 290,000 active; in the data active = inhibition above about 22%;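 note: 0% = plate median of test compound wells and 100% = cytotoxic reference compound wells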
# Dyrk1A ADPGlo – blocks rat Dyrk1A kinase activity. inhibition, % at 12.5 µM. Q63470. 0.43% of 310,000 active. ADP-Glo luminescence, NFATc1 peptide; in the data active = inhibition above about 50%;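 note: plate controls were vehicle with enzyme for no effect and no enzyme for full effect; many of its hits are not listed in these tables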
# KLF5 inhibitor – kruppel-like factor 5 inhibition; DLD-1 KLF5 promoter-luciferase reporter, luminescence; inhibition, % at 5 µM; 0.23% of 290,000 active;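 active = inhibition above a per-plate limit of that plate's mean compound inhibition plus 3 SD, cut at about 60% in these data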;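 note: 0% = DMSO wells and 100% = LY294002 at 200 µM; higher means less KLF5 promoter-driven luciferase light; inactives centre near -14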
# GSK3A inh – blocks human GSK-3 alpha kinase; P49840; ADP-Glo luminescence, 60 min; inhibition, % at 10 µM; 0.1% of 320,000 active; AID 2650;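 in the data active = inhibition above about 50%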;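 note: GST-tagged GSK-3 alpha with peptide substrate and 25 µM ATP; 0% = DMSO neutral wells and 100% = GW8510 positive control wells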
# Target sequence (P49840 whole entry, looked up): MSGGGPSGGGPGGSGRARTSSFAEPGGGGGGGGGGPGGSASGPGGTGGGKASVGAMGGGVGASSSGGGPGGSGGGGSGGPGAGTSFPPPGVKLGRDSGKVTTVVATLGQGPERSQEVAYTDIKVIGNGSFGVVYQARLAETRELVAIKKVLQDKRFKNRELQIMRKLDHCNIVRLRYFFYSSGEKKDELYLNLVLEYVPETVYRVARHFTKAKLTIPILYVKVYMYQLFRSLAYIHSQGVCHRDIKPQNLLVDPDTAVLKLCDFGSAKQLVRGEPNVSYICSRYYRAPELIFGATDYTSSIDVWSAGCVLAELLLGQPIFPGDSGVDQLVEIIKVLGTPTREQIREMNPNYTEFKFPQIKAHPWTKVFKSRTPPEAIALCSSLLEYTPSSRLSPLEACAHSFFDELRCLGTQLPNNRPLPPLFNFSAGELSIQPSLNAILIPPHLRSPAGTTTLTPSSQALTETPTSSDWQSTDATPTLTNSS
# GSK3B inh – human GSK3beta kinase inhibition | GST-GSK3beta kinase, ADP-Glo luminescence, 60 min; hits give low values | activity score (negative = inhibition), % at 10 µM | 0.038% of 300,000 active | P49841 | AID 2097;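 active = more than half of replicate wells score below -50%, meaning over 50% inhibition versus plate controls; inconclusive = some replicates but at most half score below -50%; inactive = no replicate scores below -50%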;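 note: 0% = median DMSO wells and -100% = median GW8510 positive control wells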
# Target sequence (P49841 whole entry, looked up): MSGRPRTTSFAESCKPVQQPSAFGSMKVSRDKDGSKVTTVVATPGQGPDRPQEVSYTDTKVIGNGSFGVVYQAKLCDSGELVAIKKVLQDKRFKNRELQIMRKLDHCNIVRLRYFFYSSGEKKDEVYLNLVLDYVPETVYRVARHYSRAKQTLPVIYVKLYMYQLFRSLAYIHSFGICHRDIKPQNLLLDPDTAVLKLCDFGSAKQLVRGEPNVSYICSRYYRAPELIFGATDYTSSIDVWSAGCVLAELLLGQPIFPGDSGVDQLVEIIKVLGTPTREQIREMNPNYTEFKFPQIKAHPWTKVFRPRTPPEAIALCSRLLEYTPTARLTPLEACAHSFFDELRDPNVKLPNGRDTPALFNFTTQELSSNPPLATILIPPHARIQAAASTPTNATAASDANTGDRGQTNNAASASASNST
#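 Assay system: GST-fused GSK3beta enzyme, cell-free / Medium: Tris pH 7.5 buffer with MgCl2, DTT, BSA, heparin / Also added: peptide substrate plus 25 µM ATP (final) / Compound: 10 µM single point / Timing: kinase reaction with compound 60 min at room temperature / Detection: ADP-Glo luminescence / Benchmarks: DMSO neutral wells and GW8510 at 20 µM as positive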
# HSF1 inh – HSF1 inhibition; NIH3T3-HGL HSE-luciferase, MG132-induced, luminescence 8 h; hits give low values; activity change, negative = inhibition, % at 7.5 µM (by protocol); 0.77% of 300,000 active; AID 2098;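 active = more than half of replicate wells show activity change below -50%, luminescence cut by over half; inconclusive = some wells, but at most half, below -50%; inactive = no replicate well below -50%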;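 note: luciferase reports HSF-1 transcriptional activity via heat shock element; 0% = median of DMSO wells and -100% = zero luminescence signal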
# aSyn 5UTR inh – 5' untranslated region of α-synuclein, MLPCN primary screen | alpha-synuclein 5'UTR reporter, inhibitor activity | inhibition, % (tested at 7.5 µM) | 0.82% of 300,000 active | AID 1813; in the data active = inhibition above about 60%; inconclusive = no clear call, values can overlap the other calls;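 note: H4 neuroglioblastoma cells stably carrying SNCA 5'UTR luciferase fusion; 0% = DMSO wells and 100% = positive control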
# * hit, by the source's call; u = inconclusive; x = not tested or not shown.
# Value order – HSF-1 act | Platelet DG rel | HSP90 inh | IEC-6 tox | Dyrk1A ADPGlo | KLF5 inhibitor | GSK3A inh | GSK3B inh | HSF1 inh | aSyn 5UTR inh
- O=c1[nH]c(SCc2cccc(F)c2)nc2ccccc12
    13 | 8 | 2 | 12 | -2 | 2 | 0 | -3 | 12 | 20
- CCc1ccc(OCC(=O)Nc2ncn[nH]2)cc1
    6 | 5 | -4 | 1 | 1 | -27 | x | 0 | 4 | -87
- CCN1CCN(c2cc(=O)n(-c3cc(Cl)ccc3C)c(=O)[nH]2)CC1
    -6 | 9 | -2 | 4 | 1 | -11 | -2 | 3 | -4 | -5
- COC(c1ccccc1)c1nnc(CCC(=O)N(C)C(C2CC2)C2CC2)o1 (stereo not drawn)
    26 | 7 | -3 | 4 | -5 | -63 | -4 | 0 | 9 | -147
- Cc1ccc(N=Cc2ccc(O)cc2O)cc1F
    x | 13 | -3 | -4 | -2 | -16 | 1 | -3 | x | -84
- NC(=O)c1ccc2nc(-c3ccccc3)c(-c3ccccc3)nc2c1
    -13 | -1 | -1 | 1 | 3 | -25 | -3 | 2 | -6 | 35
- CCc1cc2c(=O)n(CC(=O)NC3CCCCC3)cnc2s1
    2 | -10 | -3 | -4 | -5 | -11 | 0 | -2 | -4 | 5
- COc1nonc1NC(=O)CSc1nc2ccccc2[nH]1
    -10 | 6 | 2 | -4 | 4 | -11 | 0 | 0 | -1 | 6
- Cc1cc(/C=C2\Sc3ccccc3N2C)cc(C)[n+]1CC1CCCO1 (stereo not drawn)
    x | x | 2 | 11 | 2 | -5 | x | x | x | x
- Cc1onc(-c2ccccc2)c1C(=O)Nc1cccc2nsnc12
    9 | -1 | 0 | -2 | -2 | -30 | 0 | 3 | 0 | -5
- Cc1ccc(NC(=S)N/N=C2/CCCCc3ccccc32)cc1
    -14 | -4 | -4 | 0 | 3 | -8 | -2 | 2 | -9 | -38
- CCC(C)(C)NC(=O)C(c1cccn1C)N(C(=O)Cn1nnc2ccccc21)c1ccc(NC(C)=O)cc1 (stereo not drawn)
    0 | 5 | -1 | 2 | -5 | -13 | 0 | 0 | -4 | 12
- O=C(CN1CCOCC1)Nc1cccc(Cl)c1Cl
    x | -13 | 2 | 4 | 5 | 1 | -1 | -5 | x | 20
- COc1ccc(OC)c(NC(=O)COc2coc(CN3CCCc4ccccc43)cc2=O)c1
    15 | 22 | x | x | -15 | x | -3 | 0 | 12 | 9
- O=C(O)c1ccc(NNC(=S)Nc2cc(C(F)(F)F)ccc2Cl)cc1
    7 | -19 | 61* | 14 | 29 | 40 | -4 | 0 | -2 | -141
- Cc1cc(O)c(C(C)C)cc1NC(=O)c1ccc(Cl)cc1
    -14 | -3 | -1 | 0 | -3 | -39 | -2 | 0 | -2 | -7
- CNc1ccccc1C(=O)OCC(=O)N1CCN(c2ccc(OC)cc2)CC1
    10 | -4 | 2 | 2 | -2 | 2 | -2 | 1 | -4 | 14
- Nc1ccc2nc(-c3cccc(-c4nc5ccc(N)cc5[nH]4)c3)[nH]c2c1
    -9 | -11 | 9 | -8 | 3 | 30 | -5 | -3 | -2 | 16
- COc1ccc(OC)c(S(=O)(=O)Nc2ccc(C)c(C)c2)c1
    -2 | 4 | 0 | -4 | -4 | -45 | 0 | 5 | -6 | 42
- CSc1cccc(NC(=O)OC2CCCCCCCCCCC2)c1
    0 | 7 | -1 | -4 | -4 | -23 | 1 | 0 | -2 | 29
- CC(C)(CNC(=O)c1cccc(S(=O)(=O)Nc2ccc(Br)cc2)c1)N1CCOCC1
    -6 | 5 | x | x | -11 | x | -2 | -3 | 1 | 18
- Cc1ccc(N2CCN(C(=O)c3cccc([N+](=O)[O-])c3)CC2)cc1Cl
    29 | 3 | 1 | 1 | -1 | -3 | -2 | 0 | 2 | 0
- O=C(c1ccc(F)cc1)C1CCN(C(=O)c2ccccc2F)CC1
    -9 | -5 | -3 | 6 | x | -12 | -1 | -3 | -5 | 14
- COc1ccc(S(=O)(=O)NCCc2cn3nc(C)c(C)nc3n2)cc1
    0 | -2 | -2 | -3 | -6 | -48 | -1 | 3 | 3 | -6
- C/C=C/c1ccc(OCC(=O)OCc2csc(Nc3ccc(C)cc3)n2)c(OC)c1
    15 | -1 | -1 | 5 | 1 | -46 | 1 | -1 | 2 | -177
- COC(=O)c1cc(S(=O)(=O)NCC2CCN(Cc3cccc(Cl)c3)CC2)c[nH]1
    6 | 0 | -3 | -5 | -3 | -30 | x | -5 | -4 | -24
- COc1ccc(/C=C/C(=O)OC2CCCN(C)C2)cc1 (stereo not drawn)
    u | -9 | 10 | 2 | 4 | -26 | x | 0 | 13 | -23
- COc1ccc(-c2cc(C(F)(F)F)n3nc(C(=O)O)nc3n2)cc1
    -5 | -3 | 2 | 1 | 3 | 5 | 3 | 5 | -8 | 0
- COc1ccc(CC(=O)O/N=C(\N)Cc2ccc([N+](=O)[O-])cc2)cc1
    14 | 14 | 0 | -3 | x | -19 | 4 | -1 | 0 | -31
- CCCCc1cc(=O)oc2c(C)c(OCc3nn[nH]n3)ccc12
    5 | 1 | 6 | 1 | x | -17 | -16 | -1 | 2 | 6
- CCCCn1c(CN(C)Cc2ccccc2)nc2c1c(=O)n(C)c(=O)n2C
    -9 | -1 | 4 | 8 | -1 | -28 | 3 | 4 | -5 | -1
- COc1ccc(C(c2nnnn2C2CCCC2)N2CCC(C)CC2)cc1 (stereo not drawn)
    -7 | -5 | -2 | -8 | -4 | -1 | -1 | 0 | 7 | -19
- Cc1cnc(SCCc2ccncc2)nc1C
    8 | 2 | -1 | 0 | x | -31 | -4 | 2 | -1 | 2
- O=C(Nc1ccc(S(=O)(=O)N2CCCCC2)cc1)C1CC1
    -35 | 3 | -4 | -3 | 2 | -6 | -3 | 2 | -10 | 14
- CC1=CC(C)(C(Cl)Cl)C(C)=CC1=O (stereo not drawn)
    -24 | 0 | 1 | -1 | -3 | 15 | -1 | 2 | -5 | 16
- COc1cc2c(cc1OC)C(C)N(S(=O)(=O)c1ccc(C)cc1)CC2 (stereo not drawn)
    60* | -4 | 3 | 3 | x | -16 | 6 | 4 | 27 | -16
- CCOC(=O)Cn1nc(/C=C/c2ccc(C)cc2)ccc1=O
    19 | -8 | 1 | 1 | 2 | -13 | 1 | 1 | 4 | 18
- COc1ccc(NC(=O)c2cc3ccc(O)cc3o/c2=N\O)cc1
    -6 | 34 | 6 | 16 | -3 | -63 | -4 | -1 | -7 | -155
- O=c1cc(-c2ccccc2)n(S(=O)(=O)c2ccc3ccccc3c2)o1
    -5 | -2 | 4 | 3 | 2 | -34 | -3 | 7 | 4 | 11
- O=C(COC(=O)C1CCC(=O)N1)Nc1cc(Cl)ccc1Cl (stereo not drawn)
    -9 | -4 | 3 | -1 | -3 | 5 | 0 | 0 | -1 | 1

# Brought forward from above: two compounds, then new ones.
SMILES,HSF-1 act,Platelet DG rel,HSP90 inh,IEC-6 tox,Dyrk1A ADPGlo,KLF5 inhibitor,GSK3A inh,GSK3B inh,HSF1 inh,aSyn 5UTR inh
O=c1cc(-c2ccccc2)n(S(=O)(=O)c2ccc3ccccc3c2)o1,-5,-2,4,3,2,-34,-3,7,4,11
O=C(COC(=O)C1CCC(=O)N1)Nc1cc(Cl)ccc1Cl (stereo not drawn),-9,-4,3,-1,-3,5,0,0,-1,1
Fc1ccc(CN2CCCCCCC2)c(F)c1,x,x,0,-5,-10,9,-1,x,x,x
O=C(O)CCCCCNC(=O)/C(=C\c1ccco1)NC(=O)c1ccco1,21,-6,-4,-4,x,-3,-5,2,5,-14
CC(=O)Nc1ccc(Nc2ccc3nonc3c2[N+](=O)[O-])cc1,6,1,-3,-2,-4,-9,4,-4,-8,6
NC(=O)CC(NC(=O)Cc1ccc(Br)cc1)c1ccc(N2CCCCCCC2)c([N+](=O)[O-])c1 (stereo not drawn),12,0,-2,3,2,14,-2,0,4,7
CC(=O)Nc1ccc(S(=O)(=O)N2CCC(C(=O)Nc3nccs3)CC2)cc1,-2,-2,-2,0,2,-8,11,-15,-4,-14
Cc1csc(SCC(=O)N2CCN(S(=O)(=O)c3ccccc3)CC2)n1,5,10,-2,1,0,13,-1,3,-1,-2
O=[N+]([O-])c1ccccc1Nc1ccc(O)cc1,10,-3,-4,-1,1,2,4,1,1,21
N#Cc1c(-c2ccccc2)c(-c2ccccc2)n(Cc2ccco2)c1NC(=O)c1cccs1,u,0,4,-3,20,4,-7,1,10,21
Cc1cccc(NC(=O)c2cc([N+](=O)[O-])ccc2NCC2CCCO2)n1 (stereo not drawn),-1,-2,1,-4,2,14,-1,-1,-2,9
O=C(Nc1ccc2c(c1)CCC2)c1cc(S(=O)(=O)Nc2ccc(F)cc2)c(Cl)cc1Cl,19,-2,-2,0,0,-2,-4,-1,16,-33
CCOc1ccc(NC(=S)NNC(=O)c2cc(Br)ccc2Cl)cc1,28,-1,1,8,5,-10,-6,-3,9,-109
COc1ccc2nc3oc(C(=O)N4CCCCC4)cc3cc2c1,46,2,1,-2,14,-211,4,-1,15,-192
COc1ccc(Nc2cc(C(=O)NCCCN3CCN(C)CC3)c3ccccc3n2)cc1,-32,0,0,4,-2,-11,12,-3,-27,17
COCCCC1CCN(C(=O)c2cc(COc3cc(C)ccc3C)on2)CC1,54*,-2,-6,4,x,-82,0,1,25,-180
O=C(Cn1cnc2c(nnn2Cc2ccc(F)cc2)c1=O)NCc1ccc(F)cc1,-7,-3,-2,-6,-2,-30,-1,-1,-13,2
N=c1c2ccccc2nnn1-c1cccc(C(F)(F)F)c1,12,19,-5,-12,3,-22,10,-1,-1,-12
CC1(C)CC(=O)C2=C(C1)Nc1cc3c(cc1C2c1ccc(F)cc1)OCO3 (stereo not drawn),11,-3,-1,-1,-7,-20,1,-2,5,3
CC(C)C[C@H](NC(=O)c1nc[nH]c1C(=O)N(C)Cc1ccccc1)C(=O)OC(C)(C)C,-17,0,4,10,-5,-25,1,-5,-9,5
CC(CC(=O)O)NCC1COc2ccccc2O1 (stereo not drawn),4,-1,x,x,-5,x,7,2,-3,0

# Some of these compounds in order of their number in HSF-1 act, lowest first:
smiles,HSF-1 act
Cc1cc(O)c(C(C)C)cc1NC(=O)c1ccc(Cl)cc1,-14
CC(CC(=O)O)NCC1COc2ccccc2O1 (stereo not drawn),4
O=C(Nc1ccc2c(c1)CCC2)c1cc(S(=O)(=O)Nc2ccc(F)cc2)c(Cl)cc1Cl,19

# Only part of the results is shown; rates above refer to the full screens.
